# FBW7 act: human FBW7 E3 ligase activation, primary screen. AID 1259310. AlphaScreen FBW7–phospho-cyclin E peptide binding, activator screen. normalized activity (activation), % at 26.1 µM. 650,000 compounds, 0.13% hits; in the data active means normalized activity above about 1.9%;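 further: purified mutant Fbw7 with reduced substrate affinity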
# Target sequence (Q969H0 whole entry, looked up): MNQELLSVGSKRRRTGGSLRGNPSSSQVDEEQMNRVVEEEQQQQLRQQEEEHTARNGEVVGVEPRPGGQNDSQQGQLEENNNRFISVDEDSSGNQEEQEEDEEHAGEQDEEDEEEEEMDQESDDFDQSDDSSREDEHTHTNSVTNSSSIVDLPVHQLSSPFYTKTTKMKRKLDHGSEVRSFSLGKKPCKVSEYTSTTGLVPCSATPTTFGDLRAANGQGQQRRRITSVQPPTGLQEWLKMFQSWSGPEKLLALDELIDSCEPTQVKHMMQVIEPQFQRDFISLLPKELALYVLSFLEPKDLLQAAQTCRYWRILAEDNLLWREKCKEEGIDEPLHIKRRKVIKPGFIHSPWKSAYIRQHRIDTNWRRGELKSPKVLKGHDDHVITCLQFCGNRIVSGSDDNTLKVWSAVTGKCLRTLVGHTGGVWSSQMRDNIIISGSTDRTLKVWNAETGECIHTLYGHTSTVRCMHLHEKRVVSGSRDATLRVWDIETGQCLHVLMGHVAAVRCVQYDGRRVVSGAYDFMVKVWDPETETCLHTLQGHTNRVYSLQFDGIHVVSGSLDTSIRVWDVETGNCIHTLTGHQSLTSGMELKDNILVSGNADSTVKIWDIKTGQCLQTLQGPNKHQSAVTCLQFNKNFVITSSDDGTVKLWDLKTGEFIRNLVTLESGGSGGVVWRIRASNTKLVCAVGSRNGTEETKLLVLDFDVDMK
# TEAD-YAP inh: TEAD-YAP interaction inhibition | 640,000 compounds, 1.4% hits | AID 1259422 | inhibition, % at 9.12 µM | HEK-TIYL cells, TEAD-Gal4/YAP UAS-luciferase luminescence; in the data active means inhibition above about 32%;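 further: 0% = median of test compound wells and 100% = reference inhibitor wells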
# GPR151 activ: human GPR151 activation | PathHunter beta-arrestin GPR151 cells, luminescence | Q8TDV0 | 650,000 compounds, 1% hits | activation, % at 11.2 µM; in the data active means activation above about 4.9%;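 further: 0% = median of compound wells and 100% = cells with positive control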
# Target sequence (Q8TDV0 whole entry, looked up): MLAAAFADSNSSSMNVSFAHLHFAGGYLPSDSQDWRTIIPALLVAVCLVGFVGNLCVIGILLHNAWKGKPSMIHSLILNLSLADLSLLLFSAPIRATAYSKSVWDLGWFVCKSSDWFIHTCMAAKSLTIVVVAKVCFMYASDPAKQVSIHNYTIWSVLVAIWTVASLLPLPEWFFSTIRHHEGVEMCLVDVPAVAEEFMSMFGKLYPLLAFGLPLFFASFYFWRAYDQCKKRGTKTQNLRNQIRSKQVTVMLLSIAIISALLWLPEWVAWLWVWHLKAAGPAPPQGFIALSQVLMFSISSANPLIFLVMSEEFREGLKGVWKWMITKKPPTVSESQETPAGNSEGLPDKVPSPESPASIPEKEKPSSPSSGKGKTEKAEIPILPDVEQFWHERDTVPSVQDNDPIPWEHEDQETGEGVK
# MITF primary: human MITF inhibition, primary screen. 650,000 compounds, 0.91% hits. AlphaScreen MITF homodimerization, bead proximity signal. AID 1259374. O75030. inhibition, % at 2.6 µM; in the data active means inhibition above about 50%;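 further: 0% = vehicle wells with protein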
# Active calls of the source: *; . = no result given.
# The opening 3 entries as a preview:
SMILES,FBW7 act,TEAD-YAP inh,GPR151 activ,MITF primary
Cn1cc(CC(=O)N2CCC(C(=O)Nc3nccs3)CC2)c2ccccc21,-0.3,-6,-1.4,-4
Cc1cc(NS(=O)(=O)c2ccc(NS(=O)(=O)c3cccs3)cc2)nc(C)n1,0.5,-4,-1.1,-6
CC(C)(C)C(=O)NNC(=O)CCCOc1ccc(Cl)cc1Cl,0.1,-1,-0.1,13

# The list itself, from the start:
SMILES,FBW7 act,TEAD-YAP inh,GPR151 activ,MITF primary
Cn1cc(CC(=O)N2CCC(C(=O)Nc3nccs3)CC2)c2ccccc21,-0.3,-6,-1.4,-4
Cc1cc(NS(=O)(=O)c2ccc(NS(=O)(=O)c3cccs3)cc2)nc(C)n1,0.5,-4,-1.1,-6
CC(C)(C)C(=O)NNC(=O)CCCOc1ccc(Cl)cc1Cl,0.1,-1,-0.1,13
COC(=O)C(C)Sc1nc2c(c(=O)[nH]c(=O)n2C)n1CCCc1ccccc1 (stereo not drawn),0.2,0,-1.9,14
COc1cc(/C=N/NC(=O)CNC(=O)c2ccccc2F)ccc1O,0.8,0,0.5,24
COc1cc(-c2nnc(CSc3nnc4nc(C)cc(C)n34)o2)cc(OC)c1OC,0.1,-3,2.1,5
CCCCOc1ccc(C(=O)N2CCN(c3ccc(Nc4cccnc4)nn3)CC2)cc1,0.5,26,4.6,16
CCCC(C)C(=O)N(C)c1ccccc1 (stereo not drawn),0.6,17,-0.4,3
N#Cc1c(SCc2ccccc2)nc2c(c1-c1ccccc1)CC/C2=C\c1ccccc1,-0.1,1,-1.5,0
COC(=O)c1cc2occc2n1CC(=O)N(C)c1ccccc1,0.8,5,-0.1,7
CCN(CC)c1ccc(NC(=O)c2ccccc2[N+](=O)[O-])cc1,0.0,-4,2.2,13
CNC(=O)CCC(=O)Nc1nc(-c2cc3ccccc3oc2=O)cs1,-0.1,-9,-1.7,0
Cn1nc(C(=O)N(Cc2ccco2)CC2CCCO2)c2c1-c1ccccc1SC2 (stereo not drawn),0.0,-9,-1.3,-1
c1ccc(-c2nc(NCc3nc4ccccc4[nH]3)c3ncn(-c4ccsc4)c3n2)cc1,0.0,58*,-0.1,7
Cn1cc(-c2ccccc2NC(=O)/C=C/c2ccccc2)cn1,-0.2,-8,0.5,-12
O=c1cc(N2CCN(Cc3ccccc3)CC2)[nH]c(=O)n1-c1ccc(Cl)cc1,-0.2,-6,-0.3,-3
CCOC(=O)c1c(NC(=O)C(C)Sc2nnc(CNC(=O)c3ccc(OC)c(OC)c3)n2C)sc2c1CCCC2 (stereo not drawn),0.1,6,0.8,2
CCOC(=O)N1CCN(C(=O)c2nn(-c3ccc(OCC)cc3)c(=O)c3ccccc23)CC1,0.0,5,1.3,11
Cc1noc(C)c1S(=O)(=O)NC1CS(=O)(=O)CC1Cl (stereo not drawn),0.0,11,1.0,14
COc1ccc(C(=O)N2CCN(c3nnnn3-c3ccccc3)CC2)cc1OC,0.1,12,3.4,19
CC(=O)C1=C(C)NC(=S)NC1c1ccc(Br)cc1 (stereo not drawn),-0.1,1,0.9,1
CCOC(=O)c1cc(-c2ccccc2)n(CCC(=O)O)c1C,0.0,-7,1.3,4
CC(=O)Nc1ccc(SCC(=O)Nc2ccc(Oc3ccccc3)cc2)cc1,0.2,-7,-1.0,18
CCCn1c(SCC(=O)Nc2cccc(NC(C)=O)c2)nnc1-c1ccco1,0.0,-2,1.4,0
CO[C@H]1C=CO[C@@]2(C)Oc3c(C)c(O)c4c(O)c(c(/C=N/N5CCN(C)CC5)c(O)c4c3C2=O)NC(=O)/C(C)=C\C=C[C@H](C)[C@H](O)[C@@H](C)[C@@H](O)[C@@H](C)[C@H](OC(C)=O)[C@@H]1C,0.3,.,-1.2,24

# (further entries)
SMILES,FBW7 act,TEAD-YAP inh,GPR151 activ,MITF primary
COc1ccc(Nc2cc(C)nc(N3CCOCC3)n2)cc1,0.0,-20,0.6,3
COc1ccc(NC(=O)CSc2nc3cc(OC)c(OC)cc3cc2C#N)c(OC)c1,-0.1,4,-0.7,1
CCCCc1nc(N)c(C#N)c(-c2ccccc2OC)c1CCC,0.1,-27,2.3,-3
Cc1ccc(N=C(NOCc2ccc(Cl)cc2)c2nonc2N)cc1,0.0,4,3.4,4
COCCn1cnc2sc(C(=O)Nc3ccc(C(F)(F)F)cc3)c(C)c2c1=O,-0.1,-2,0.8,4
O=C(/C=C(\O)c1ccc(Cl)cc1)C(=O)Nc1ccccc1,0.1,-4,-1.5,13
O=C(COC(=O)CCC(=O)c1ccc(F)cc1)Nc1ccc(Cl)cn1,0.8,-6,-1.0,-1
Cc1cc(N2CCN(c3ncccn3)CC2)nc2ccc(NC(=O)c3ccc(F)cc3Cl)cc12,0.1,11,0.9,-2
COCCn1c(=NC(=O)c2c(C)cnn2C)sc2cc(Cl)ccc21,0.0,-1,-1.0,8
CC(Cc1c[nH]c2ccccc12)NC(=O)CCSS(=O)(=O)O (stereo not drawn),0.0,-3,0.1,10
O=C(NCc1cccnc1)c1cccc(-n2c(=S)[nH]c3cc(Cl)ccc3c2=O)c1,-0.2,9,0.3,-2
CCOc1ccccc1C(=O)NCC(=O)N1CCOC(c2ccccc2)C1 (stereo not drawn),0.6,-5,1.6,12
CC(=O)C1=C(C)Nc2ncnn2C1c1cccc(Br)c1 (stereo not drawn),0.1,-5,-2.2,9
O=c1cc(CO)oc(CN2CCN(Cc3ccccc3)CC2)c1O,-0.1,4,0.5,17
CN(C)c1ccc(-c2nc3cc(NCc4cc(Br)ccc4O)ccc3o2)cc1,0.1,-2,-0.7,11
COc1ccc(-n2nc3ccc(NC(=O)c4ncn[nH]4)cc3n2)cc1Cl,0.0,0,5.0*,9
CCN=c1scc(-c2ccc(Cl)cc2)n1/N=C/c1cccnc1,-0.2,-31,-0.1,32
O=C1C2C3CCC(O3)C2C(=O)N1c1ccccc1 (stereo not drawn),0.1,-1,-0.4,11
O=C(c1cc2n(n1)C(C(F)(F)F)CC(c1ccc(Br)cc1)N2)N1CCCC1 (stereo not drawn),-0.1,-2,0.2,4
O=C1C=C(Nc2cccc([N+](=O)[O-])c2)C(=O)c2ccccc21,-0.1,-1,-1.2,1
COc1ncc(-c2cnc3ccc(NC4CCOCC4)nn23)c(OC)n1,0.1,-17,0.6,68*
COc1ccccc1S(=O)(=O)Nc1ccc(-c2nnc3n2CCCCC3)cc1,-0.2,11,1.4,4
CC1CCCC(C)N1C(=O)Cc1noc2ccccc12 (stereo not drawn),0.1,-16,-0.8,-2
N/C(=N\OC(=O)c1ccc(F)cc1)c1ccccn1,-0.1,56*,-8.1,5
CCOC(=O)C(CO)NCCC(=O)c1ccc(Cl)cc1 (stereo not drawn),0.9,12,3.4,17

# Only TEAD-YAP inh, FBW7 act and MITF primary, for some of the entries so far:
Compound | TEAD-YAP inh | FBW7 act | MITF primary
Cc1cc(NS(=O)(=O)c2ccc(NS(=O)(=O)c3cccs3)cc2)nc(C)n1 | -4 | 0.5 | -6
CC(C)(C)C(=O)NNC(=O)CCCOc1ccc(Cl)cc1Cl | -1 | 0.1 | 13

# Next part:
SMILES,FBW7 act,TEAD-YAP inh,GPR151 activ,MITF primary
O=c1c2c(nc3ccccn13)CCN(C(=S)Nc1ccccc1)C2,-0.1,7,-0.1,32
Cc1c(C(=O)NCCCN2CCOCC2)oc2ccc3c(c12)C(=O)CC1(CCCC1)O3,0.1,-33,-0.4,-1
COc1ccccc1NC(=O)COc1ccc(C)cc1,0.2,-14,0.2,11
O=C(c1ccc(Br)cc1)N1CCN(c2ccccc2F)CC1,0.6,-5,0.7,3
Cc1ccc(C(=O)Nc2ccccn2)cc1S(=O)(=O)N1CCCCC1,-0.1,-18,-0.2,-12
O=S(=O)(Nc1ccc(O)c2ccccc12)c1ccc(Br)cc1,-0.1,11,-0.5,6
COc1ccc(CNC(=O)c2cc(N)ccn2)cc1,-0.8,-14,0.4,18
COc1cc(-c2cc(C(F)(F)F)n3ncc(C(N)=O)c3n2)cc(OC)c1OC,1.3,-20,0.6,18
COC(=O)c1nnn(CC(=O)NC(=O)Nc2ccccc2F)c1C(=O)OC,-0.1,7,0.1,0
O=C(CSCc1ccccc1Br)N/N=C/c1ccccc1C(=O)O,-0.1,7,0.7,2
O=C1CCCN1CCCNc1nc(-c2csc3ccccc23)nc2nc[nH]c12,0.3,6,1.4,15
N#Cc1ccc(CSC2=NCCN2)cc1,-0.2,9,-0.2,-7
O=C(N/N=C/c1c(Cl)cccc1Cl)C(=O)Nc1cccc(F)c1,-0.1,-20,-0.8,-4
CCN1CCN(CCCCOc2ccc(CCC(C)=O)cc2)CC1,-0.3,-6,-0.8,66*
O=C(Nc1ccccc1)c1cccc(S(=O)(=O)N2CCOCC2)c1,0.2,-5,-1.0,17
NS(=O)(=O)c1ccc(CCNC2CC(=O)N(Cc3ccc(Cl)cc3)C2=O)cc1 (stereo not drawn),-0.1,13,-1.1,11
CCSc1nc2sccn2c(=O)c1C(=O)NCc1cccnc1,-0.3,1,0.3,15
COCCOC(=O)C1=C(C)NC(=O)NC1c1cccc(Oc2ccccc2)c1 (stereo not drawn),0.0,-1,-0.3,-2
CC(=O)Nc1ccc(CN2CCCC(CO)(Cc3ccccc3C)C2)cc1 (stereo not drawn),-0.2,1,0.8,-11
COC(C(=O)N/N=C/c1ccc2c3c(cccc13)CC2)c1ccccc1 (stereo not drawn),0.1,-1,1.2,16
COc1ccc(C(=O)N2CCC(O)(c3ccccn3)CC2)cc1OC,0.8,1,-0.5,-13
COc1ccc(-c2nc(NCc3ccccc3)c3ncn(CCN4CCCC4=O)c3n2)cn1,0.3,10,-1.0,13
O=C(NC1CC1)c1ccc(-c2nc(NCc3cccc(C(F)(F)F)c3)c3ncn(-c4ccccc4)c3n2)cc1,-0.1,9,2.5,-5
Cc1c(C(=O)Nc2ccc(C(F)(F)F)cc2)sc2ncn(CC(=O)N3CCC(C)CC3)c(=O)c12,0.2,5,0.3,5
Cc1ccc(CCNC(=O)C2CC(CCc3ccccc3)=NO2)cc1 (stereo not drawn),0.0,-34,-0.7,-7

# Sorted by molar mass (low to high): part of the list above.
SMILES,FBW7 act,TEAD-YAP inh,GPR151 activ,MITF primary
CCN1CCN(CCCCOc2ccc(CCC(C)=O)cc2)CC1,-0.3,-6,-0.8,66*
O=c1c2c(nc3ccccn13)CCN(C(=S)Nc1ccccc1)C2,-0.1,7,-0.1,32
O=C(Nc1ccccc1)c1cccc(S(=O)(=O)N2CCOCC2)c1,0.2,-5,-1.0,17
O=S(=O)(Nc1ccc(O)c2ccccc12)c1ccc(Br)cc1,-0.1,11,-0.5,6
COCCOC(=O)C1=C(C)NC(=O)NC1c1cccc(Oc2ccccc2)c1 (stereo not drawn),0.0,-1,-0.3,-2
Cc1c(C(=O)NCCCN2CCOCC2)oc2ccc3c(c12)C(=O)CC1(CCCC1)O3,0.1,-33,-0.4,-1
Cc1c(C(=O)Nc2ccc(C(F)(F)F)cc2)sc2ncn(CC(=O)N3CCC(C)CC3)c(=O)c12,0.2,5,0.3,5

# Next section:
SMILES,FBW7 act,TEAD-YAP inh,GPR151 activ,MITF primary
NC(=O)COc1cccc(C(N)CC(=O)O)c1 (stereo not drawn),-0.1,1,1.2,-1
Fc1ccc(-c2nccnc2NCCCN2CCOCC2)cc1Cl,-0.3,-3,-0.5,-2
O=C1NC(c2ccc([N+](=O)[O-])cc2)=N/C1=C\c1ccccc1Cl,0.1,8,-0.8,9
CC1(C)CC(=O)C/C(=N\NC(=O)C(N)=O)C1,-0.4,-7,2.1,-12
Cc1cccc(-c2noc(COc3ccc(C)cc3C)n2)c1,-0.1,-4,-0.1,11
Cc1sc(NC(=O)C2CCCO2)nc1-c1ccc(F)cc1 (stereo not drawn),-0.2,-12,-0.3,7
COc1cccc(OC)c1C(=O)Nc1cccc(-c2nc3ncccc3o2)c1,0.2,4,0.7,9
CC1CCCC(C)N1CC(O)COc1ccc2c(c1)OCO2 (stereo not drawn),-0.1,9,0.3,48
Cc1c(/C=N/N2C(=O)C3C4C=CC(C4)C3C2=O)c2ccccc2n1C (stereo not drawn),0.1,-1,0.8,14
CCC(=O)Nc1nnc(SCc2ccc(Br)cc2)s1,0.0,7,0.5,13
CSc1ncc(CN2CCN(C3CCCC3)C(CCO)C2)cn1 (stereo not drawn),0.0,3,9.7*,-1
O=S(=O)(c1cccc2nsnc12)N1CCC(O)(c2cccc(C(F)(F)F)c2)CC1,0.0,8,-0.1,4
COc1ccc(S(=O)(=O)c2cn(C)c3cc(N4CCCC(C)C4)c(F)cc3c2=O)cc1 (stereo not drawn),-0.2,3,0.6,-2
CCOC(=O)c1ccc(NC(=O)CC2C(=O)N(CCc3ccccc3)C(=S)N2CCc2ccc(OC)cc2)cc1 (stereo not drawn),0.0,-1,1.0,1
COC(=O)c1ccc(/C=N/NS(=O)(=O)c2cc(C)ccc2C)cc1,-0.1,11,5.9*,-9
COc1cc(/C=N/NC(=O)c2ccccn2)ccc1Oc1ccc([N+](=O)[O-])cn1,0.0,-48,2.0,9
CC(C)CN1C(=O)c2ccc(C(=O)Nc3c[nH]c(=O)[nH]c3=O)cc2C1=O,0.1,11,1.3,1
O=C(NC(=S)N1CCOCC1)c1cc(-c2ccco2)nc2ccccc12,-0.2,3,2.6,-4
CCOc1nc(OCC)nc(-n2cc(-c3ccccc3)nn2)n1,0.1,4,-0.9,2
Nc1ncnc(N2CCN(C(c3ccccc3)c3ccc(Cl)cc3)CC2)c1[N+](=O)[O-] (stereo not drawn),0.1,1,-1.3,13
COCCNS(=O)(=O)c1cc([N+](=O)[O-])ccc1C,0.1,-9,0.6,-14
CC(NC(=O)C12CC3CC(CC(C3)C1)C2)c1ccc2c(c1)OCCO2 (stereo not drawn),0.0,0,-0.4,14
